NCI-60 one-dose screen, 48 h, at 10 µM unless noted. Numbers give growth in % (100 = growth as untreated, 0 = no growth, -100 = all killed).
M14: M14 melanoma; hit rate 6.2% among 80,000; AID 1794745
A549/ATCC: A549/ATCC NSCLC. hit rate 3.7% among 81,000
EKVX: EKVX NSCLC; hit rate 3% among 71,000; AID 1794765
HOP-62: HOP-62 NSCLC | AID 1794735 | hit rate 3.9% among 80,000
The depositor's hits bear a star; . = not tested or not shown. The calls were made as follows: active = growth percent below 10; inactive = the rest. An excerpt (hit frequency here may not be typical).

SMILES	M14	A549/ATCC	EKVX	HOP-62
N#Cc1c(-c2ccccc2)nc(SCCC(=O)N2CCOCC2)[nH]c1=O	93.8	101.6	.	86.0
COc1ccc(N=Nc2c(-c3ccc(Cl)cc3)n[nH]c2C(F)(F)F)cc1	99.1	99.6	91.9	.
COC(=O)[C@H]1Cc2c[nH]c3cccc(c23)N(C)[C@@H](C(C)C)C(=O)N1	91.5	95.0	100.9	.
Cc1nn(-c2ccc(Br)cc2)c2nc3c(nc12)C(=O)CC(C)(C)C3	98.1	74.4	72.5	.

Reprinted at random: two compounds from above, in no set order.
SMILES	M14	A549/ATCC	EKVX	HOP-62
N#Cc1c(-c2ccccc2)nc(SCCC(=O)N2CCOCC2)[nH]c1=O	93.8	101.6	.	86.0
COC(=O)[C@H]1Cc2c[nH]c3cccc(c23)N(C)[C@@H](C(C)C)C(=O)N1	91.5	95.0	100.9	.
